ASM inhibitor: human S-ASM enzyme inhibition; Potency, µM (titrated, usually from 57.5 µM), for inactives: at the highest dose activity change, negative = inhibition, usual class: inhibitors; placental ASM, HMU-PC fluorogenic substrate, 60 min; hit rate 0.006% among 340,000; also: potency is read from the fitted curve at half-maximal effect
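Steps: dispense placental human ASM, pin compound, wait 10 min at room temperature, add HMU-PC0 substrate at 9 uM final, incubate 60 min at 37 °C, add stop solution raising pH to 10, read fluorescence.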
Integrin act MD: activates integrin-mediated alleviation for muscular dystrophy | alpha7betagal myoblasts, beta-gal FDG fluorescence, 48 h | Potency, µM (series often up to 38.3 µM), inactives show top-dose activation, hits mostly activators | hit rate 0.064% among 350,000 | AID 624291;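 also: potency is read from the fitted curve at half-maximal effect; 100% = response of the positive control SU9516; nearly all actives have a fitted effect of over 60% in size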
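alpha7betagal+/- myoblasts (passage 13, 250/well) treated 48 h at 37C with compounds at 1:260 dilution of DMSO stock. Lysed, then beta-galactosidase activity read as FDG fluorescence (ex 480/em 540) after 30 min, with pre-read for autofluorescence.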
MBNL1 CUG block: inhibitors of human MBNL1 binding to CUG repeat RNA | Q9NR56 | TR-FRET MBNL1-His/biotin-(CUG)12 binding, 665/545 ratio | Potency, µM (top dose mostly 57.5 µM), without a hit: at the highest dose activity change, negative = inhibition, most hits filed as inhibitors | hit rate 0.036% among 280,000; active = well fitted inhibition curve with a large enough effect in the signal ratio, with a control signal flat, not every such curve was filed as active; inconclusive = small, poorly fitted or top-dose-only effect, or effect the other way, or a change in a side signal; inactive = no such curve, though single readings can be large or run the other way; the % refers to the signal ratio; also: potency is read from the fitted curve at half-maximal effect; % is scaled to controls: 0 for no effect and ±100 for the full control effect
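TR-FRET between His-tagged MBNL1 and biotin-(CUG)12 RNA, detected with Tb anti-His antibody (0.055 ng/ul) and streptavidin-XL665 (5 nM), 60 min at room temperature. Compounds titrated 92 nM to 58 uM; 665/545 nm ratio normalized to buffer and complex controls.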
Coupling enz: coupling enzyme interference in Giardia aldolase counter-screen; coupling enzyme system counterscreen, AmpLite Red fluorescence; activity change, negative = inhibition, % at 58.2 µM, hits read low; hit rate 0.67% among 290,000; AID 2472; in the data active = activity change below about -30%; also: % is scaled to controls: 0 for no effect and ±100 for the full control effect
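Compounds tested against the coupling enzymes alone at 57.5 uM final; readout was AmpLite Red fluorescence (525/598 nm) after 20 min at RT.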
KCNH2 3.1 block: KCNH2 3.1 (human) potassium channel inhibition; U2OS KCNH2 3.1, thallium flux FluxOr; active compounds read low; activity change, % (tested at about 1.8 µM); hit rate 0.95% among 340,000; AID 720553;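 active = maximum activity change below -70%; inconclusive = maximum activity change from -70% to -50%; inactive = maximum activity change above -50%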;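 also: thallium influx rate constant from kinetic fluorescence after stimulation buffer; % is scaled to controls: 0 for no effect and ±100 for the full control effect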
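We transduce U2OS cells with the mutant 3.1 virus, culture them overnight, load FluxOr with Red40 quencher for 45 min, then add stimulation buffer and read kinetically for 2 min to derive a normalized rate constant.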
hERG WT inh: inhibitors of human wildtype KCNH2 potassium channel; U2OS, BacMam KCNH2, thallium flux FluxOr; active compounds read low; hit rate 0.37% among 340,000; activity change, % at 1.84 µM;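 active = maximum activity change below -70%; inconclusive = maximum activity change between -70% and -50%; inactive = maximum activity change above -50%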; also: % is scaled to controls: 0 for no effect and ±100 for the full control effect
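U2OS cells transduced with wild-type KCNH2 virus are loaded with FluxOr dye for 45 min, and thallium flux is measured in kinetic reads before and after stimulation buffer. Rate constants are normalized to DMSO controls.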
A-T KAP1 phos: candidate therapy for ataxia-telangiectasia | hit rate 0.19% among 320,000 | […] A-T fibroblasts, KAP-1 phosphorylation AlphaLISA; neocarzinostatin DNA damage 30 min before lysis | AID 485349 | Potency, µM (doses to about 57.5 µM), for inactives: at the highest dose activation, hits mostly activators; also: potency is read from the fitted curve at half-maximal effect; % of control where 0% means no effect; nearly all actives have a fitted effect of over 45% in size
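ATM-like activity read as KAP-1 phosphorylation via AlphaLISA donor/acceptor antibody pairs after lysis and 6 hr at 25C. Cells were ATM-null patient fibroblasts ([…], hTERT), dosed 60 min, then exposed to the DSB inducer NCS for 30 min.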
TRPV1 agonist: human TRPV1 agonism; AID 540275; TRPV1-expressing cells, Fluo-8 calcium influx, agonist mode; hit rate 0.19% among 320,000; activation, % at 8.33 µM; Q8NER1; in the data active = activation above about 80%; inconclusive = between about 30% and that limit; also: 0% is about no effect
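TRPV1-expressing cells were cultured overnight at 35.5C and loaded with Fluo-8 calcium dye for 40 to 90 min at room temperature. After a 10 s baseline, compound was added and calcium influx was read kinetically for 3 min (ex 480/em 520 nm).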
MLL CXXC-DNA inh: inhibitors of human MLL CXXC domain-DNA interaction | MLL-CXXC / FITC-HOXA9 DNA fluorescence polarization | hit rate 0.037% among 290,000 | AID 2662 | Potency, µM (titrated, usually from 115 µM), inactives show top-dose activity change, negative = inhibition, hits mostly inhibitors; active = well fitted inhibition curve with a large enough effect in the polarisation, with a control signal flat, not every such curve was filed as active; inconclusive = small, poorly fitted or top-dose-only effect, or effect the other way, or a change in a side signal; inactive = no such curve, though single readings can be large or run the other way; the % refers to the polarisation; also: potency is read from the fitted curve at half-maximal effect
Target sequence (Q03164 whole entry, looked up, the tested form may be a part): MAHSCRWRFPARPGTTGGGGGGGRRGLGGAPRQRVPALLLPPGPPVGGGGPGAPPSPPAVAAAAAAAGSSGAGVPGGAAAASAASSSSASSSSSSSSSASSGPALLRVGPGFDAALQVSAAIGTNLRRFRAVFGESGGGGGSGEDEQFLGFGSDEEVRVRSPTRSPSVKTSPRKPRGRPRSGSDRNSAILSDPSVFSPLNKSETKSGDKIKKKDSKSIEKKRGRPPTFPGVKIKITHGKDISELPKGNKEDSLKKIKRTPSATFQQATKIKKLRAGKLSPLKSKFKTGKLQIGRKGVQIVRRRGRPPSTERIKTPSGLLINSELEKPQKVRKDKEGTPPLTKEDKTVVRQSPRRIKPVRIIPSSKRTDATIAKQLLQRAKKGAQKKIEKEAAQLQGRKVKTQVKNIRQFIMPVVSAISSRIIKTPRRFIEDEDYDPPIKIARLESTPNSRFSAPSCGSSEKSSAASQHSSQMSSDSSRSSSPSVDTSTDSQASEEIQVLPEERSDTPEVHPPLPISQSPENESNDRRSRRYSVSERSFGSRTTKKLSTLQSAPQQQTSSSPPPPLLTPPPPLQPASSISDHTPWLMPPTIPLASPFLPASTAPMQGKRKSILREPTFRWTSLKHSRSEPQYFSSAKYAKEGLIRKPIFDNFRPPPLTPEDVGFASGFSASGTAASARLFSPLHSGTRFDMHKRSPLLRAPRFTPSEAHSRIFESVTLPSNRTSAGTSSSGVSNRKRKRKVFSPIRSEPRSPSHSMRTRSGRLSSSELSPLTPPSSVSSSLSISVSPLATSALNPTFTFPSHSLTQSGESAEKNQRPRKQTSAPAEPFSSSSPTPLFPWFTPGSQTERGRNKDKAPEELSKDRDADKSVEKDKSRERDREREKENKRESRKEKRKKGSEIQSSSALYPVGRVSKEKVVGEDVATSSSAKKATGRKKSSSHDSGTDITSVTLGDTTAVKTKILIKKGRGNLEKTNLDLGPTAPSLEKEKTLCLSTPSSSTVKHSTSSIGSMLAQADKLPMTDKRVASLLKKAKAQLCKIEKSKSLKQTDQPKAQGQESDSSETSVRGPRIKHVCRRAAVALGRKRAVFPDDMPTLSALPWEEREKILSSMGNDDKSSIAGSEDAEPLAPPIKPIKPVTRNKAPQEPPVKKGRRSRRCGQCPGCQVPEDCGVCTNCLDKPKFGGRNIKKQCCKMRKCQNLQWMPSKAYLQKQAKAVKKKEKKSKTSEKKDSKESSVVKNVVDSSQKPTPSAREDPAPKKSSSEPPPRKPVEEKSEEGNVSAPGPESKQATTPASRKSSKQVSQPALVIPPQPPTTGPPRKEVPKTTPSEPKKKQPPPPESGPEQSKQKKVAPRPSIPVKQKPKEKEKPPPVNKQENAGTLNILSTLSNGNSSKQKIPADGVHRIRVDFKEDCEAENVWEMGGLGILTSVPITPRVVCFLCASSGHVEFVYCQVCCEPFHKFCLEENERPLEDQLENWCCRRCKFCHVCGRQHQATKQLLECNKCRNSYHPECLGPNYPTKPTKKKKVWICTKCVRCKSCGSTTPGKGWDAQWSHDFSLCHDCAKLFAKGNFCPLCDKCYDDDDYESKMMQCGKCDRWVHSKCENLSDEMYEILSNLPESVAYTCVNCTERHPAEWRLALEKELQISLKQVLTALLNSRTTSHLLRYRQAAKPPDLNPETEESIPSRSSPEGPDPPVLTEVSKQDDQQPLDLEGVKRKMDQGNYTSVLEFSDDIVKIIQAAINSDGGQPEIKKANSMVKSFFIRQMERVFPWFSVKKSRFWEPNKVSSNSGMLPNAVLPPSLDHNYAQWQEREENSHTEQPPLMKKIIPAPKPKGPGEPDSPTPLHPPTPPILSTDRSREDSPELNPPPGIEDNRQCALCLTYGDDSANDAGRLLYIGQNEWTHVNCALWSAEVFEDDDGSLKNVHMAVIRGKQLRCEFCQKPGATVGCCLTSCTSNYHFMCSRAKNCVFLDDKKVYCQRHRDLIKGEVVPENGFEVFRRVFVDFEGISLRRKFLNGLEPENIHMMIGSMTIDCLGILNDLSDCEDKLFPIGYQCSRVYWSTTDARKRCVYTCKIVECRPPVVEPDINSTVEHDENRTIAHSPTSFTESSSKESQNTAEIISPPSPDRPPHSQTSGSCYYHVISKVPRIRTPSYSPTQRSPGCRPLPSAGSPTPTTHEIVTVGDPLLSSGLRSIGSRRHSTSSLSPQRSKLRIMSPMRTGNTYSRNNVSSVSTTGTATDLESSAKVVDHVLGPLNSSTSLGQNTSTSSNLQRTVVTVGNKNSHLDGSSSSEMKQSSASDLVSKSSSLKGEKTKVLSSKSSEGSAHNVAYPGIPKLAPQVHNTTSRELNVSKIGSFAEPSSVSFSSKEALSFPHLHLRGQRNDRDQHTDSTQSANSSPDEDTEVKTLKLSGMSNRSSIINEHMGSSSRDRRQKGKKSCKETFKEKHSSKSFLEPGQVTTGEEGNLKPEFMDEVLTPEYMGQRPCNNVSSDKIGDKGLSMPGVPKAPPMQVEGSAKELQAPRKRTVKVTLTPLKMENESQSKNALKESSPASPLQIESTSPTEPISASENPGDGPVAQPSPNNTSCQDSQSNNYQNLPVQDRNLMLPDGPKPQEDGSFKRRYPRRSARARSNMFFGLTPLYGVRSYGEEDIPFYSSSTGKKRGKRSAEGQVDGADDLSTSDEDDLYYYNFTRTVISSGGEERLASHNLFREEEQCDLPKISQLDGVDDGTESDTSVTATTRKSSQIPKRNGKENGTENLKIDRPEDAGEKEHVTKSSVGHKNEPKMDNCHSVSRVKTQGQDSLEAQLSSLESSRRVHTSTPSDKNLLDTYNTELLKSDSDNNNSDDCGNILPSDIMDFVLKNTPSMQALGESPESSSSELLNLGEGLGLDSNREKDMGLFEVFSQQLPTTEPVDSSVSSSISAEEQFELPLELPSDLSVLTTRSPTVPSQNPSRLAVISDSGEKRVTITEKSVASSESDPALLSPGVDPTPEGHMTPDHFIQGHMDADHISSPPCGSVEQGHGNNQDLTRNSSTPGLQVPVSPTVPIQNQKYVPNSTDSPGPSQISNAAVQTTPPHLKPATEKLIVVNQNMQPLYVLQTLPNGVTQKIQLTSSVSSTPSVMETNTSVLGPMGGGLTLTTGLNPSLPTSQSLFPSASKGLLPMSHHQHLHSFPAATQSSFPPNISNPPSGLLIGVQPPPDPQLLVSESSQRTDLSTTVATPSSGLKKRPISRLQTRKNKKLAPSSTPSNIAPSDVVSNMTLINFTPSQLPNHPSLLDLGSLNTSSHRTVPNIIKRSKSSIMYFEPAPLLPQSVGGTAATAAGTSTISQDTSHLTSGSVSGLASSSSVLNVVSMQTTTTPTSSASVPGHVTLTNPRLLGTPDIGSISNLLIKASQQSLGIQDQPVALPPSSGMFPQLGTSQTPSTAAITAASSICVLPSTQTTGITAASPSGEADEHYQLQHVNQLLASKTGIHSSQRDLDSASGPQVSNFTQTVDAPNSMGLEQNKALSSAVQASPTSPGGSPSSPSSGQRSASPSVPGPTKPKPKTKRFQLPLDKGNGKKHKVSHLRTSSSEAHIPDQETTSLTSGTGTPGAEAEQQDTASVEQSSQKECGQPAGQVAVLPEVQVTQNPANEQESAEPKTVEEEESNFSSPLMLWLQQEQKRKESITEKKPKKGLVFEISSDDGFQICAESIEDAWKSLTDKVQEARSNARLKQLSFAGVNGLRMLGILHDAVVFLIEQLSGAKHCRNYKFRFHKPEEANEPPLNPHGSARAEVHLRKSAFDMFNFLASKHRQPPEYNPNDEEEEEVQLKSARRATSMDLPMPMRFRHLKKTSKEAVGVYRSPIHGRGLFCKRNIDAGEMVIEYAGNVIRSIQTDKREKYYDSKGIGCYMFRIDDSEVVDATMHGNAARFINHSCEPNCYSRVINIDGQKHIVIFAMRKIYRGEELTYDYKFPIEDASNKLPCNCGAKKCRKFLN
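Steps: dispense CXXC domain solution (7 uM) → pin compounds or unlabeled HOX-A9 DNA control → 5 min ambient → add FLSN-HOX-A9 solution (50 nM) → spin → 30 min ambient → fluorescence polarization. Tris pH 7.5/NaCl/DTT/BSA buffer.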
GALK inh: blocks human galactokinase activity. Purified GALK, Kinase-Glo residual ATP luminescence. Potency, µM (doses to about 57.5 µM), inactives show at the top dose activity change, negative = inhibition, usual class: inhibitors. hit rate 0.007% among 270,000; also: potency is read from the fitted curve at half-maximal effect; % is scaled to controls: 0 for no effect and ±100 for the full control effect
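Galactose (100 uM) and ATP (35 uM) were turned over by 5 nM GALK for 1 h at RT. Kinase-Glo Plus then converted the remaining ATP into a luminescent signal.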
The depositor's hits bear a star; i = inactive; ? = inconclusive; / = no result given; [ ] = another dose, or the depositor's remark. Unless noted, calls follow the shape of the dose curve; as a rule, active = well fitted curve in the direction sought with a large enough effect; inconclusive = small, poorly fitted or top-dose-only effect, or another doubt; inactive = no such curve, though single readings can be large; an effect the other way counts as inactive or inconclusive. Compounds were not picked by outcome (roughly 2% active in at least one column).

Structure	ASM inhibitor	Integrin act MD	MBNL1 CUG block	Coupling enz	KCNH2 3.1 block	hERG WT inh	A-T KAP1 phos	TRPV1 agonist	MLL CXXC-DNA inh	GALK inh
COC(=O)c1cn(C(=O)c2ccccc2)c2ccccc12	-3.4%	-8.3%	-10.9%	2.6	-4.0	/	1.3%	4.0	175.9%[activator]	-0.4%
Cc1ccc(Cl)cc1N1CCN(C(=O)C2CCN(S(=O)(=O)c3cnc[nH]3)CC2)CC1	-0.3%	1.8%	0.4%	5.1	12.8	-5.0	/	1.5	-4.0%	1.1%
Cc1ccc(C(=O)NC(=S)NNC(=O)CC#N)cc1	7.5%	1.3%	1.9%	-2.9	-12.7	9.3	0.1%	0.8	18.6%	1.1%
O=C(CCNC(=O)c1ccc(Br)cc1)NCCCN1CCOCC1	1.7%	?	/	/	-6.5	-2.9	0.6%	-4.9	/	/
Cc1ccc2c(c1)C1CN(C)CCC1N2C(=O)c1cccc(S(=O)(=O)N(C)C)c1 (configuration not stated)	-1.4%	-13.5%	-4.8%	0.2	7.3	-27.2	5.0%	-6.7	-6.3%	-3.3%
COc1ccc(OC)c(/C=N/NC(=O)c2ccc3nc[nH]c3c2)c1	187.6%[activator]	-16.3%	/	2.9	-2.1	1.3	11.6%	/	3.5%	-1.5%
C[C@@H](NC(=O)c1nc[nH]c1C(=O)N1CCN(c2ccccc2)CC1)c1ccccc1	6.8%	29.2%	/	/	/	/	11.9%	0.1	/	/
CCOc1cc(/C=N/Nc2nnc(C)n2N)ccc1OC(C)=O	13.0%	-20.5%	11.1%	-5.6	6.9	6.6	14.3%	1.4	-2.8%	/
COCCCN(C(=O)Cn1ncc2c(=O)oc3ccc(C)cc3c21)C(C)c1ccncc1 (configuration not stated)	5.4%	13.0%	4.0%	-0.8	-18.6	-2.3	0.6%	-0.3	-1.1%	-1.2%
Cc1cc(C)c(S(=O)(=O)Cc2ccccc2)c(Cl)n1	3.4%	0.0%	-7.1%	-1.4	-9.9	-9.3	2.8%	2.1	-2.3%	/
CCNc1nc(C)c(CN(C(C)=O)c2ccccc2)nc1C#N	i	-17.8%	?	2.6	6.1	-3.1	28.5%	-3.0	2.0%	2.9%
COc1cc(/C=N/NC(=O)CC2(C)OCCCO2)ccc1OCc1ccccc1	2.2%	-2.2%	/	0.3	-9.0	3.6	7.1%	-0.7	-4.5%	1.5%
Cn1c2ccccc2c2ncn(Cc3ccco3)c(=O)c21	-1.8%	-11.6%[7.66 µM]	2.9%	-1.3	1.7	-22.5	2.5%	-3.4	-8.2%	-0.8%
Cn1c(=O)[nH]c(=O)c2[nH]c(CN3CCN(Cc4ccccc4)CC3)nc21	0.5%	11.0%	2.7%	2.3	-1.2	2.6	10.8%	0.1	3.2%	2.0%
COc1ccc(C)cc1Nc1nc(N)c2ccccc2n1	-3.1%	?	-10.9%	-0.1	-12.6	15.2	2.4%	7.4	1.5%	-4.7%
Brc1ccccc1/C=N/Nc1ccc2ccccc2n1	-1.3%	-12.2%	-2.5%	0.0	-41.6	2.6	2.7%	7.7	?	-0.4%
Cc1cccnc1NC(=O)CNC(=O)C12CC3CC(CC(Cl)(C3)C1)C2	0.2%	22.3%	/	/	0.3	-1.2	-2.7%	-6.5	/	/
Cc1ccc(S(=O)(=O)NCC(c2cccnc2)N2CCc3ccccc32)cc1 (configuration not stated)	1.9%	40.8%	-0.3%	-0.2	-5.6	18.5	-0.4%	14.9	34.9%[activator]	4.9%
COc1ccc(-n2c(=O)[nH]c3cc(C(=O)NCCc4ccccc4)ccc3c2=O)cc1OC	59.5%[activator]	?	7.9%	0.8	-4.2	-3.6	16.7%	-2.4	0.0%	-0.7%
COc1cc([N+](=O)[O-])cc2sc(NC(=O)C3CC3)nc12	-1.4%	22.5%	119.9%[activator]	-0.1	2.9	-3.4	4.2%	1.4	23.7%	-1.3%
CC(O)[C@H]1CNC(=O)C(=O)N1CC1CCCCC1 (some centres not stated)	3.4%	-2.6%	-3.5%	-0.5	-1.5	-4.0	-22.7%	-1.0	-13.2%	2.8%
Cc1cc(C)cc(N(C(=O)Cn2nnc(-c3ccccc3)n2)C(C(=O)NC2CCCCC2)c2ccccn2)c1 (configuration not stated)	-0.7%	-7.2%	/	4.7	-10.5	-6.5	-3.3%	0.6	?	0.0%
Cc1cc(=O)n2c(ccc3ccccc32)c1C#N	3.4%	-2.3%	15.2%	0.8	3.5	-1.5	-1.7%	-0.4	10.9%	6.7%
CCCCCn1c(SCC2CCCO2)nc2cc(C(=O)N3CCC(C(N)=O)CC3)ccc2c1=O (configuration not stated)	-6.9%	-2.7%[7.66 µM]	-3.5%	1.0	-15.9	6.7	-8.5%	?	-4.2%	0.9%
Cc1cc(NC(=O)CSc2ccc(-c3ccc4c(c3)OCO4)nn2)no1	/	/	-9.6%	3.4	/	/	3.8%	6.0	17.9%	4.2%
Cc1ccc(C(=O)N2C(=O)c3cccc(N)c3C2=O)o1	9.4%	-1.5%	/	3.2	3.7	-2.1	3.5%	1.7	-7.3%	-3.3%
Cc1nnc(NC(=O)CSc2nnc(-c3ccco3)o2)s1	-1.5%	-9.2%	-0.8%	-1.9	1.8	-37.0	4.3%	3.6	-5.9%	-1.7%
CCOC(=O)c1nn(-c2ccccc2)c(C(=O)OCC)c1N	56.1%[activator]	-11.0%	6.6%	2.8	-6.3	-23.5	5.3%	-2.4	-1.6%	0.2%
Cc1c(Cl)cccc1NC(=O)CCN1CCCCCC1	8.2%	-2.1%	7.3%	1.6	-0.7	2.3	-8.2%	3.2	-1.3%	-1.0%
Cc1c(OC(=O)CNC(=O)OC(C)(C)C)ccc2c3c(c(=O)oc12)CCC3	/	-8.7%	2.3%	0.7	-1.9	-1.4	10.8%	-3.8	-1.3%	-1.3%
COc1ccc(Cl)cc1NC(=S)N(CCCN1CCOCC1)Cc1cn(C)c2ccccc12	4.8%	-48.5%[inhibitor]	/	-4.9	15.8	4.0	-3.9%	5.4	8.2%	-0.3%
CC(C(=O)NC1CC(C)(C)NC(C)(C)C1)c1ccc([N+](=O)[O-])cc1 (configuration not stated)	-2.9%	9.9%	22.9%	0.6	-8.5	-9.8	-0.8%	-0.7	41.7%[activator]	0.3%
NC(=O)C1CCCN(C(=O)c2ccc3c(c2)NC(=O)CS3)C1 (configuration not stated)	3.6%	-19.1%	/	/	-7.8	-3.5	8.1%	0.0	/	/
O=C(/C=C/Nc1ccc(Cc2ccc(N/C=C/C(=O)C(F)(F)F)cc2)cc1)C(F)(F)F	35.5%[activator]	-19.1%	4.8%	2.5	5.6	1.3	3.7%	22.2	4.0%	-0.4%
O=C(CSc1ncnc2scc(-c3ccc(F)cc3)c12)c1ccc2c(c1)OCCO2	-0.6%	16.6%	87.0%[activator]	-1.0	13.3	-2.2	9.5%	1.5	12.4%	/
S=C(NCc1ccccc1Cl)Nc1ccccc1Cl	-0.3%	18.3%	-4.6%	-7.9	8.4	-0.1	13.0%	?	6.0%	4.1%
Cc1ccc(NC(=O)N2CCCCC2)cc1NC(=O)N1CCCCC1	-0.6%	27.1%	-14.1%	3.5	-0.5	5.5	4.4%	6.2	5.9%	2.4%
CC(C)c1ccc(OCC(=O)Nc2cccc(C(=O)Nc3ccccc3C(=O)O)c2)cc1	11.7%	-30.4%	1.3%	12.6	6.1	6.5	3.1%	-0.1	-26.1%	-0.6%
O=C(O)CC(NC(=O)CCc1ccccc1)c1ccc(Cl)cc1 (configuration not stated)	-0.2%	-29.8%	-8.7%	4.7	4.7	10.5	5.0%	2.2	3.6%	0.4%
COC(=O)[C@@H](NC(=O)NC1CCN(Cc2ccccc2)CC1)C(C)C	5.3%	26.8%	-4.9%	0.7	-3.0	5.4	10.7%	-1.3	5.8%	3.7%
COc1ccc2ccc(OCC(=O)N3c4ccccc4NC(=O)CC3C)cc2c1 (configuration not stated)	-0.2%	-31.9%	/	/	-5.0	-15.9	-5.4%	-0.7	/	/
CC(=O)c1cn(CC(=O)Nc2ccc(C)c(C)c2)c2ccccc12	1.0%	-20.0%	5.2%	2.6	-13.0	0.6	-3.4%	-4.2	5.3%	14.3%
Cn1c(SCc2nc3ccccc3[nH]2)nnc1-c1ccccn1	8.0%	12.1%	13.4%	1.1	4.8	-3.4	/	18.7	-10.5%	0.5%
